Screening results deposited in PubChem BioAssay by several laboratories.
hK5 inh: inhibitors of human kallikrein 5; AID 873; recombinant hK5, fluorogenic AMC substrate cleavage; actives 0.59% (n = 210,000); Q9Y337; inhibition, % at 5 µM;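 active means inhibition of 40% or more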;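 further: 0% = enzyme controls without compound and 100% = no-enzyme blanks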
Target sequence (Q9Y337 67-293 limits assumed): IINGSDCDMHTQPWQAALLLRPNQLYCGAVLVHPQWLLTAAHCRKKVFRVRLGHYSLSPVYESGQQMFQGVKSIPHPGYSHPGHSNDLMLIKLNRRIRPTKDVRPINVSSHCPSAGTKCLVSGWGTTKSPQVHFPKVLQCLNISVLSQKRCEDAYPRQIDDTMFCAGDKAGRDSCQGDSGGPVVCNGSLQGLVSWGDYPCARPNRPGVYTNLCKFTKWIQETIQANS
Runt-CBFb FRET: blocks binding of human RUNX1 Runt domain to CBFb; Q01196+Q13951; Cerulean-Runt/Venus-CBFb FRET ratio 530/480, 1 h; inhibition, % at 20 µM; actives 0.46% (n = 220,000); AID 1496;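 active means inhibition over about 50% at 20 µM in the single-dose screen, limit read from the data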;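 further: 0% = DMSO wells and 100% = excess unlabeled CBFb competitor control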
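Assay system: Cerulean-Runt domain / Medium: Tris 50 mM pH 7.5, KCl, K2SO4, 0.01% BSA / Timing: protein complex preformed 1 h, compound exposure 1 h, room temperature, dark / Measured by: FRET, excitation 422 nm, emission at 530 and 480 nm / Evaluation: loss of energy transfer signal / Control set: 5 µM unlabeled CBFb as full-inhibition high control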
FXIa inh: factor XIa (human) inhibition. inhibition, % at 5 µM. AID 798. purified FXIa, Boc-Glu-Ala-Arg-AMC fluorogenic substrate. actives 0.14% (n = 220,000). P03951;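 active means inhibition of at least 40%; inactive means inhibition below 40%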;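 further: fluorescence of freed AMC excited at 355 nm; 0% = enzyme without compound and 100% = no enzyme blank; many of its hits are not listed in these tables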
Wee1 degr inh: blocks degradation of human Wee1 kinase; reporter increase, % at 5 µM; P30291; AID 1321; actives 1.2% (n = 220,000); HeLa Luc-Wee1K328M stability, luciferase luminescence; 100% = proteasome inhibitor MG132 effect;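 active means activation above the mean of all tested compounds plus 3 SD, set per screening run, cut at about 8.8% in these data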;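 further: cells exposed to compound for 20 h before luminescence read; 0% = DMSO alone and 100% = MG132 at 30 µM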
Runt-SMMHC FRET: Runt domain-CBFb-SMMHC interaction inhibition | Q01196+Q13951 | Cerulean-Runt/Venus-CBFb-SMMHC FRET ratio 530/480, 1 h | inhibition, % at 20 µM | actives 0.74% (n = 220,000) | AID 1434;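 active means mean inhibition across duplicate retests at 20 µM reaching about 50%, limit read from the data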;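 further: 0% = DMSO wells and 100% = wells with excess untagged CBFb-SMMHC; inhibitors lower the FRET ratio by blocking Runt binding to CBFb-SMMHC; some results filed as inactive read as strong as hits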
14-3-3 Bad PPI: disrupts binding of bovine 14-3-3 zeta to phospho-Bad peptide. P63103. TR-FRET 14-3-3zeta/Dy647-pBad peptide displacement, 1 h. inhibition, % at 21.7 µM. actives 0.71% (n = 220,000). AID 781;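 active means inhibition above about 70%, limit read from the data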;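 further: 0% = full 14-3-3 plus peptide FRET controls and 100% = background without 14-3-3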
Target sequence (P63103 whole entry, looked up): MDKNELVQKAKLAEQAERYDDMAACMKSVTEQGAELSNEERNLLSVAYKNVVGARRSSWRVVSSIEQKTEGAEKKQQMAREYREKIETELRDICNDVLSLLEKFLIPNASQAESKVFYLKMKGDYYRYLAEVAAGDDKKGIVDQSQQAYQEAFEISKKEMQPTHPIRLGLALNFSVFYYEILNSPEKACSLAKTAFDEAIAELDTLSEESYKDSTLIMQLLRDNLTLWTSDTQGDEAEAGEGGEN
Thrombin inh: inhibitors of human thrombin; alpha-thrombin, Boc-VPR-AMC fluorogenic substrate cleavage; inhibition, % at 5 µM; actives 0.26% (n = 220,000); AID 1046;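 active means inhibition at or above 40%; inactive means inhibition below 40%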;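 further: 0% = enzyme with no compound and 100% = wells without enzyme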
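Material: human alpha-thrombin protein. Incubation: reaction at ambient temperature. Technique: fluorescence of released AMC, ex 355 nm, em 460 nm. Control set: no-compound enzyme wells and no-enzyme blanks. Also added: Boc-VPR-AMC substrate, 15 µM final. Buffer or medium: pH 7.5 Tris (50 mM) with NaCl 150 mM, Tween 20 0.05%.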
FXIIa inh: factor XIIa (human) inhibition; inhibition, % at 5 µM; P00748; actives 0.3% (n = 220,000); AID 800; purified FXIIa, Boc-QGR-AMC fluorogenic substrate, 2 h; in the data active means inhibition above about 40%;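 further: 0% = enzyme with no compound and 100% = blank without enzyme; many of its hits are not listed in these tables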
Hck-Nef inh: inhibitors of human Hck kinase activated by Nef; actives 0.68% (n = 220,000); AID 463187; Recombinant Hck-YEEI plus Nef, Z-Lyte FRET kinase assay; inhibition, % at 20 µM;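 active means Hck-Nef kinase inhibition above about 50%, limit read from the data; inactive means inhibition below that limit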;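 further: 0% = DMSO with Hck plus Nef and 100% = Hck alone without Nef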
Target sequence (P08631 whole entry, looked up): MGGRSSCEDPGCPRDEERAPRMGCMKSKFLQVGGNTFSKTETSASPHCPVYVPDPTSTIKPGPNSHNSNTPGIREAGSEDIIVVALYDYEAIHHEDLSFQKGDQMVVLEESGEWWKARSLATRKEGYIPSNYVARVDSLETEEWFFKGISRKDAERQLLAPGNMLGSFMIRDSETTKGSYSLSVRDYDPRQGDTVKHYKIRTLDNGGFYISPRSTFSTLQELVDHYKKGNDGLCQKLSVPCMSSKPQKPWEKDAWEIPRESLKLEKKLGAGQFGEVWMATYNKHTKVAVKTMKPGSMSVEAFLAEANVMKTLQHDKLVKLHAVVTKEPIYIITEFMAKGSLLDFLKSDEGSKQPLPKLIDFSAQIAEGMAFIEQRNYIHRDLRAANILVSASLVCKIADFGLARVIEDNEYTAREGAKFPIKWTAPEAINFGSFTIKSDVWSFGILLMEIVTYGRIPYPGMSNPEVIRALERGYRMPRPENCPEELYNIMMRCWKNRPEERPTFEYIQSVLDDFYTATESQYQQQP
* = called active by the depositor; . = no result given; [ ] = another dose, or the depositor's remark.

SMILES	hK5 inh	Runt-CBFb FRET	FXIa inh	Wee1 degr inh	Runt-SMMHC FRET	14-3-3 Bad PPI	Thrombin inh	FXIIa inh	Hck-Nef inh
COc1ccccc1OCC(=O)N/N=C/C=C/c1ccc([N+](=O)[O-])o1	-12	-10	0	0	-20	-5[fluorescence artefact?]	-6	5	6
CC(C)(C)OC(=O)NCCCCCc1nnc(SCc2ccccc2F)o1	-3	-2	7	-2	-5	-1	-7	7	11
CCc1cc2c(=O)[nH]c(Cc3ccc(OC)cc3)nc2s1	-14	-2	6	3	1	12[fluorescence artefact?]	-3	8	0
O=C(COc1ccc2c(c1)OCO2)Nc1ccccc1F	-2	1	-1	-1	2	-4	2	7	-3
CCOC(=O)N1CCN(C(=S)NC(=O)c2ccc(F)c(F)c2)CC1	-1	1	-3	1	0	-6	-8	4	15
C/C(N)=C(/C#N)C(=O)COC(=O)c1ccccc1Cc1ccccc1	-6	-1	-11	0	0	-2	-21	1	15
Cc1ccc(S(=O)(=O)N2CCCCC2)cc1NC(=O)CSc1ccc2c(c1)OCCO2	-5	7	-3	-2	0	-7	-10	1	0
CCCCn1c(-c2ccco2)nc2oc3ccccc3c(=O)c2c1=O	-3	2	1	-1	-6	3	-4	0	15
CN(C)C(CNC(=O)CCCOc1ccccc1)c1ccco1 (stereo not drawn)	22	2	-16	-1	-6	7	0	8	1
CC(C)C(NC(=O)Cc1ccccc1[N+](=O)[O-])C(C)C	-1	1	4	-3	1	0	-12	11	1
CCOC(=O)Cc1[nH]nc2c1C(c1ccsc1)C(C#N)=C(N)O2 (stereo not drawn)	-4	3	-6	-5	3	-1	-6	5	17
COc1ccc(CCNc2nc(-c3ccc(NC(C)=O)cc3)cs2)cc1OC	-14	1	-5	-3	2	-2	-2	0	-8
COCCNC(=O)c1cn(C(C)c2ccccc2F)nn1 (stereo not drawn)	3	0	-1	0	2	-4	0	5	35
COc1ccc(N(C(C)C(=O)Nc2cccnc2)S(C)(=O)=O)cc1 (stereo not drawn)	7	-1	1	-4	2	-7	-4	13	31
Cc1ccc(SCc2cc(=O)[nH]c(Nc3nc(C)c4ccc(C)cc4n3)n2)cc1	-4	-6	-4	-1	-1	12	-6	7	2
CC(C)CNC(=O)CCCc1c[nH]c2ccccc12	-11	.	-2	-2	-2	13[fluorescence artefact?]	1	12	1
CCCCNC(=S)Nc1ccc(SC(F)F)cc1	-7	4	-10	0	1	-5	-19	3	24
Cc1cc(C)cc(N2C(=O)CC(Sc3ncn[nH]3)C2=O)c1 (stereo not drawn)	-3	13	-3	-1	7	8	-12	3	22
O=C1C(Nc2ccccc2)=C(NS(=O)(=O)c2ccccc2)C(=O)c2ccccc21	-25	-2	1	1	4	-2	-7	4	4
CCOc1ccc(NC(=O)NCC2CCN(c3ccc(OC)cc3)C2)cc1 (stereo not drawn)	2	7	0	-1	6	2	-4	13	-1
CCNC(=S)Nc1ccc(Cl)c(C(F)(F)F)c1	-20	-2	-16	1	6	-16	-4	-5	-4
COC(=O)CNC(=O)c1ccccc1C	2	3	1	3	4	7	-18	-6	-18
CCCCN(CCCC)C(=O)c1cc2ccccc2c(=O)o1	-10	-3	1	-3	-3	-5	-3	6	5
COCc1c(N)c(C)nc(Cl)c1C#N	-4	.	-6	4	.	-17	7	0	22
NC(=O)c1ccccc1NS(=O)(=O)c1ccccc1	-15	0	-2	-1	-4	-14[fluorescence artefact?]	3	12	1
CCOCCN1CCN(c2c3c(nc4cc(-c5ccc(F)cc5)nn24)CCC3)CC1	15	-4	-1	-2	-2	13	-1	11	-7
CN(C(=O)COC(=O)c1cc([N+](=O)[O-])ccc1N1CCCC1)C1CCS(=O)(=O)C1 (stereo not drawn)	5	0	-1	4	-3	-8	-3	11	21
CC(C)CNC(=S)Nc1ccc(Oc2ccccc2)cc1	-9	-3	1	-3	1	2	-3	9	0
CC(C)c1ccc(O)c(NC(=O)c2ncn[nH]2)c1	-9	19	-8	-1	2	-7	-5	6	2
CCn1c2ccccc2c2cc(CN3CCN(S(C)(=O)=O)CC3)ccc21	-5	-1	4	0	-10	-5	-3	12	1
CCOc1ccccc1NC(=O)/C=C/c1ccccc1[N+](=O)[O-]	-14	0	4	-2	2	10	1	13	-2
CCOC(=O)c1nnn(-c2nonc2N)c1CSc1ccccn1	-4	-1	-8	-2	4	-3	0	0	-1
CCN(CC)S(=O)(=O)c1ccc(C)c(NC(=O)CSc2ncc(C(F)(F)F)cc2Cl)c1	-13	20	0	-1	-11	-2	-3	11	2
Cc1nc(N2CCCCC2C)c2c(C)c(C(=O)Nc3cccc(C(F)(F)F)c3)sc2n1 (stereo not drawn)	0	-6	5	5	-2	3	-3	17	9
CC(C)C1Cc2nc(Cl)c(C#N)cc2CO1 (stereo not drawn)	-12	2	2	-1	-7	-4	-9	2	4
CCSc1nnc(NC(=O)CCNS(=O)(=O)c2cc(Br)cnc2N)s1	-1	0	-6	4	-1	6	-8	-1	8
CCOc1ccc(C(=O)NCC2CCCO2)cc1OCC (stereo not drawn)	-1	4	-4	0	-1	-5	-6	4	19
COc1ccc(-c2ccc(/C=N/NC(=O)Cc3nnc(N)s3)o2)cc1Cl	-4	8	-1	8	-2	0	2	4	79*
CC(C)NS(=O)(=O)c1ccc(CCC(=O)NCc2ccncc2)cc1	-7	0	-2	9.5*	0	-7	5	3	20
Cc1cc(C)cc(-n2nnnc2SCC(=O)Nc2nc(-c3ccc(Cl)cc3)cs2)c1	-2	3	-6	0	-1	12[fluorescence artefact?]	-3	9	3
CCC(=O)Nc1nnc(SCC(=O)N2c3ccccc3CC2C)s1 (stereo not drawn)	-26	0	-2	2	1	5[fluorescence artefact?]	-5	8	10
CC1(C)C2CCC1(CS(=O)(=O)Nc1ccc(S(=O)(=O)NC3CCCCC3)cc1)C(=O)C2 (stereo not drawn)	-10	-1	8	-3	3	-2	-4	6	4
O=C(Nc1ccc2c(c1)Cc1ccccc1-2)c1ccncc1	0	2	8	2	0	-3	0	3	1
Cc1ccc(Cc2c(C)nc3nc(SCC(=O)NCCN4CCOCC4)nn3c2C)cc1	-13	1	-5	-1	-2	2	-3	2	0
O=C(Oc1ccc([N+](=O)[O-])cc1)c1cccnc1	13	0	12	0	2	-29	5	22	4
S=C(NCCCN1CCOCC1)Nc1ccc(Cl)cc1	-10	0	-7	-1	0	-10	-13	1	2
O=C(Oc1ccc(-c2csnn2)cc1)c1cccs1	-2	1	7	-2	2	1	4	13	-133
CCOC(=O)COc1c(OC)cc(Cl)cc1C1Nc2ccccc2C(=O)N1c1cccc(C)c1 (stereo not drawn)	-40	3	2	-2	-3	5	4	16	1
COc1ccc(CCNC(=O)c2nnn(-c3ccc4c(c3)OCCO4)c2N)cc1OC	-1	-1	-7	0	0	8	-8	-11	2
CCOC(=O)c1c(C#N)c(SCC(=O)Nc2ccc(OC)cc2)nc2c1CN(CC)CC2	1	3	2	-2	-10	6	3	14	1
O=C(O)c1ccccc1NS(=O)(=O)c1cccc(C(F)(F)F)c1	-19	-2	-4	-3	0	32[fluorescence artefact?]	-10	-9	1
COc1ccc(CNC(=O)CSc2nnnn2-c2ccccc2)cc1	-9	0	6	0	-3	8	1	14	-4
COCCNC(=O)CN(CC1CCCO1)C(=O)CCC(=O)Nc1ccccn1 (stereo not drawn)	0	-2	-3	11*	3	1	-16	-9	-1
CC(=O)NNC(=O)CN1C(=O)/C(=C/c2ccccc2)SC1=S	3	11	5	2	-2	-4	3	10	12
CCOc1cccc(-c2nnc3sc(COc4ccc(OC)cc4)nn23)c1	4	-6	1	1	-8	-2	4	17	0
Cc1nnc(SCC(=O)Nc2nccs2)n(N)c1=O	-2	-1	0	-2	-4	2	-3	4	8
COc1cc(/C=C(/C#N)C(=O)c2c(C)[nH]c3ccccc23)ccc1OCC#N	42*	1	22	1	1	-4	14	25	19
c1ccc2c(N3CCCCC3)ncnc2c1	-9	0	5	-2	-2	70	5	21	2
COCCN(CCOC)c1ncc(Cl)c(C(=O)c2c(C)cc3ccccn23)n1	6	-3	-2	-3	1	4	-3	-10	0
CCN1CCN(c2cc(C)c3cc(NC(=O)c4cncc(Br)c4)ccc3n2)CC1	-4	-5	-1	0	-19	-2[fluorescence artefact?]	-12	-5	2

Filtered by structure, the entries above with a furan ring, fused or not.
SMILES	hK5 inh	Runt-CBFb FRET	FXIa inh	Wee1 degr inh	Runt-SMMHC FRET	14-3-3 Bad PPI	Thrombin inh	FXIIa inh	Hck-Nef inh
COc1ccccc1OCC(=O)N/N=C/C=C/c1ccc([N+](=O)[O-])o1	-12	-10	0	0	-20	-5[fluorescence artefact?]	-6	5	6
CCCCn1c(-c2ccco2)nc2oc3ccccc3c(=O)c2c1=O	-3	2	1	-1	-6	3	-4	0	15
CN(C)C(CNC(=O)CCCOc1ccccc1)c1ccco1 (stereo not drawn)	22	2	-16	-1	-6	7	0	8	1
COc1ccc(-c2ccc(/C=N/NC(=O)Cc3nnc(N)s3)o2)cc1Cl	-4	8	-1	8	-2	0	2	4	79*

New compounds follow:
SMILES	hK5 inh	Runt-CBFb FRET	FXIa inh	Wee1 degr inh	Runt-SMMHC FRET	14-3-3 Bad PPI	Thrombin inh	FXIIa inh	Hck-Nef inh
Cc1nn(C)c(C)c1S(=O)(=O)N1CCC(C(=O)NC2CCCCCC2)CC1	-17	0	0	-2	2	-4[fluorescence artefact?]	-2	12	4
Cc1ccc(S(=O)(=O)N2CCCCC2)cc1NC(=O)CSc1ncnc2ccccc12	5	-2	14	-4	3	2[fluorescence artefact?]	-3	11	3
Cc1ccc(NS(=O)(=O)c2cccc(C(=O)Nc3c(C)n(C)n(-c4ccccc4)c3=O)c2)cc1	-2	1	4	1	3	0	2	10	9
CCN1CCN(Cc2cc(=O)oc3cc4c(cc23)CCC4)CC1	0	-2	-3	4	0	-8	-6	7	0
CCOC(=O)/C(=N/Nc1ccc(C)cc1)S(=O)(=O)c1ccc(Cl)cc1	-2	-1	6	0	0	31[fluorescence artefact?]	6	-70	-23
O=C(O)CCN1C(=O)NC2(CCCC2)C1=O	4	-1	7	5	1	3	0	13	0
Cn1c(C(=O)NC2CC2)cc(=O)n(C)c1=O	3	-1	-5	-3	0	-11	1	11	19
Cc1c(NC(=O)c2ccc(-c3cccc([N+](=O)[O-])c3)o2)c(=O)n(-c2ccccc2)n1C	0	.	-1	0	.	-7	-10	9	17
COc1ccccc1CNC(=O)C1(c2ccc(Cl)cc2)CC1	-10	-4	21	-1	1	8	1	25	-25
CC(=O)Oc1ccc2nc(-c3cccs3)oc(=O)c2c1	-9	0	8	0	1	-14	2	18	2
CCCCCc1c2c(cc(O)c1C(=O)O)OC(=O)c1c(cc(OC)cc1C(=O)CCCC)O2	-3	-9	0	1	-7	24	-3	6	17
Cc1[nH]c(-c2ccc3c(c2)OCO3)nc1C(=O)O	-5	0	-5	-1	-2	13	-8	5	2
Cc1ccc(S(=O)(=O)c2cn(Cc3ccc(F)cc3)c3cc4c(cc3c2=O)OCO4)cc1	5	0	24	-3	0	1	-4	20	0
